Compound activity: PubChem, several laboratories
ERb coact inh: blocks coactivator binding to human estrogen receptor beta | Q92731 | TR-FRET ER-beta LBD / SRC1-Cy5 peptide binding; receptor agonist-loaded with 1 µM estradiol | inhibition, % at 25.6 µM | hit rate 1.3% among 86,000;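 active means compounds whose percent inhibition of the receptor-coactivator binding signal exceeds about 50% in the single-dose screen, limit read from the data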;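 further: 0% = receptor plus peptide wells without compound and 100% = peptide-only wells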
Fibroblast inh: blocks proliferation of human lung fibroblasts | hit rate 1.1% among 85,000 | viability, % at 10 µM | LL 47 human lung fibroblast viability, ATP luminescence; hits give low values;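 active means viability at or below 50% in the single dose screen; inactive means viability above 50%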;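 further: compound exposure lasted 72 h before the ATP readout; 100% = median luminescence of untreated cell-only wells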
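Material: human lung fibroblast line LL 47, low passage; Evaluation: viability percentage against median untreated-cell control; Buffer or medium: 15% FBS in IMEM; Incubation: 72 h compound exposure at 37 °C after overnight plating; Dosing: 0.1% DMSO in all compound wells; Measured by: CellTiter-Glo luminescence.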
Smad3 FoxH1 inh: Smad3 (human) transcription factor binding inhibition; P84022; TR-FRET Smad3/Dy647-FoxH1 peptide binding, europium anti-His; inhibition, % at 25 µM; hit rate 0.29% among 88,000; AID 630;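 active means compounds that reduce the energy-transfer binding signal between the protein and its labelled peptide by more than half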;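 further: 0% = Smad3 plus labelled peptide maximal FRET and 100% = peptide-only background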
Target sequence (P84022 whole entry, looked up): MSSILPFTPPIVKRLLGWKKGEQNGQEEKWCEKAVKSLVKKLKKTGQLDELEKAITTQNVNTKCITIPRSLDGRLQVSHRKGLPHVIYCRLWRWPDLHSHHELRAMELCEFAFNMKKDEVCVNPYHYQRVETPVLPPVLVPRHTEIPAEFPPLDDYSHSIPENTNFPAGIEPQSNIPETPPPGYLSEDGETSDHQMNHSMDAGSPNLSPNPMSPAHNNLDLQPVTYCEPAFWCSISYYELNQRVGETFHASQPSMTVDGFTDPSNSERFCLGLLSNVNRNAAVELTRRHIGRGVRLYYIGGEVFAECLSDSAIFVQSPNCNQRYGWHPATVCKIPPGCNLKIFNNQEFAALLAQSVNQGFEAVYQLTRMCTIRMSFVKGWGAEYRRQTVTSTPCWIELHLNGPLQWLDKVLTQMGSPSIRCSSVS
sEH act: activators of human soluble epoxide hydrolase. P34913. purified human sEH enzymatic activity, activator screen. activation, % at 2 µM. hit rate 0.04% among 91,000; in the data active means activation above about 37%; further: values of inactives mirror those of a sister screen read the other way
ERa coact pot: enhances coactivator binding to human estrogen receptor alpha; P03372; TR-FRET ERalpha-LBD/SRC-Cy5 coactivator binding, 2 h; 100 = basal binding, no effect; coactivator binding (% of control), % at 25.6 µM; hit rate 1.3% among 86,000; in the data active means activity above about 200%;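 further: binding measured in presence of low estradiol as agonist stimulus; 0% = peptide alone without receptor and 100% = receptor with peptide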
Target sequence (P03372 whole entry, looked up, the tested form may be a part): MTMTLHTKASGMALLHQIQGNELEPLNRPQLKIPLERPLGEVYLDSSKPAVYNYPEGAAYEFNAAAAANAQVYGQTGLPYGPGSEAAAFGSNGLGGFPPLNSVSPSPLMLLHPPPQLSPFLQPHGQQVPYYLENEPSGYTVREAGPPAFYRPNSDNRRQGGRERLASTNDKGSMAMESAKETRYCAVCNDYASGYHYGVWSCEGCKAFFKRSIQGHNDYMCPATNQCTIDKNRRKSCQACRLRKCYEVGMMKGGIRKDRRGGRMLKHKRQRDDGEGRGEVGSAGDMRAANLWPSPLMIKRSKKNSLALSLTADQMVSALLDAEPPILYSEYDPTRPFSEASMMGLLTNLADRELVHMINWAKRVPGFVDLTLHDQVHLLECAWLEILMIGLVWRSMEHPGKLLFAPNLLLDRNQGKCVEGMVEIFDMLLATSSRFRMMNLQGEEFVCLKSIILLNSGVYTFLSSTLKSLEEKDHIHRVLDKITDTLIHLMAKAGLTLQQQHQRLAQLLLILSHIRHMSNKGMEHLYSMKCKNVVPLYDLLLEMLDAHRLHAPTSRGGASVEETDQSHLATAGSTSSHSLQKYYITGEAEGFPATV
Candida biofilm: kills Candida albicans biofilms | C. albicans biofilm + clotrimazole, Alamar Blue | inhibition, % at 6 µM | hit rate 0.14% among 85,000;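 active means inhibition above 20%; inactive means inhibition below 20%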;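 further: preformed 24 hr biofilms exposed to compound for 48 hr; 0% = biofilm without compound and 100% = blank killed by clotrimazole plus chlorhexidine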
HUVEC prolif 384: blocks proliferation of human endothelial cells. HUVEC proliferation, CellTiter-Glo luminescence, 72 h; hits give low values. viability, % at 10 µM (by protocol). hit rate 1.1% among 86,000;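 active means viability at or below 30%; inactive means viability above 30%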;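 further: 100% = median luminescence of DMSO-only cell control wells on each plate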
ERa SRC1 inh: ER-alpha (human) coactivator binding inhibition; AID 629; hit rate 1.7% among 86,000; TR-FRET ER-alpha LBD / SRC-1 peptide, estradiol-bound; P03372; inhibition, % at 25.6 µM; in the data active means inhibition above about 50%;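 further: 0% = receptor plus peptide control and 100% = peptide only without receptor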
H69AR growth 86K: growth inhibitors of human H69AR lung tumor cells | viability, % at 10 µM | AID 598 | H69AR lung tumor viability, ATP luminescence, 72 h; hits give low values | hit rate 6% among 85,000;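 active means viability at or below 40%; inactive means viability above 40%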;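 further: multidrug resistant small cell line overexpressing MRP-1 efflux transporter; 100% = mean luminescence of untreated control wells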
Active calls of the source: *; / = not tested or not shown; [ ] = remark or other dose.

| structure | ERb coact inh | Fibroblast inh | Smad3 FoxH1 inh | sEH act | ERa coact pot | Candida biofilm | HUVEC prolif 384 | ERa SRC1 inh | H69AR growth 86K |
| --- | --- | --- | --- | --- | --- | --- | --- | --- | --- |
| CCCc1[nH]nc2c1C(c1cccnc1)C(C#N)=C(N)O2 (stereo not drawn) | 6 | 101 | -2[fluorescence artefact?] | -5 | 98 | 6 | 93 | 4 | 96 |
| Cc1ccc(OCC(=O)Nc2ccc(O)c(-c3nc4ccccc4o3)c2)cc1 | 14[fluorescence artefact?] | 54 | 43[fluorescence artefact?] | -20 | 88[fluorescence artefact?] | 4 | 3.0* | 23[fluorescence artefact?] | 13* |
| COC(=O)c1ccccc1NC(=O)C1CCN(S(=O)(=O)c2cc(C)ccc2OC)CC1 | -6 | 96 | -4 | -2 | 95 | -7 | 83 | 0 | 80 |
| CCCn1c(SCc2nc(-c3cccs3)no2)nnc1-c1ccncc1 | -19 | 85 | 3 | 4 | 103 | 2 | 89 | -28 | 86 |
| CC(=O)Nc1nc(=O)c2ccccc2s1 | -4 | 105 | -8 | -8 | 108 | -8 | 95 | -5 | 80 |
| Cn1c(=O)[nH]c(=O)c2c1nc(CN1CCOCC1)n2CCCc1ccccc1 | -5[fluorescence artefact?] | 98 | 4 | / | 126[fluorescence artefact?] | 6 | 92 | -2 | 91 |
| O=C(O)CCC(=O)Nc1ccc(N2CCCCCC2)cc1 | 5 | 91 | -5 | 4 | 86[fluorescence artefact?] | 4 | 95 | 3[fluorescence artefact?] | 84 |
| CCOC(=O)C(NC(=O)Nc1ccc(F)cc1)(OCC)C(F)(F)F (stereo not drawn) | 2 | 102 | 2 | 12 | 102 | 2 | 105 | -4 | 84 |
| O=C(COc1ncnc2sccc12)N1CCc2ccccc2C1 | -9 | 96 | 1 | 4 | 115 | 10 | 94 | 2 | 94 |
| COC(=O)Nc1ncc(CN2CCc3ccccc3C2)s1 | -5 | 89 | 1 | 4 | 100 | 3 | 93 | -5 | 94 |
| O=C(Nc1cccnc1Cl)C1c2ccccc2Oc2ccccc21 | -13 | 105 | -1 | -10 | 96 | 2 | 102 | -4 | 91 |
| Cc1cc2cc(C)c3nnc(SCC(=O)N4CCN(C(=O)c5ccco5)CC4)n3c2cc1C | 4 | 86 | 4 | 3 | 89 | 4 | 88 | 10 | 69 |
| Cc1ccc(N=C2CCCCCN2C)c(C#N)c1 | -4 | 95 | 0 | 1 | 104 | 7 | 89 | -9 | 92 |
| C=C(C)CSc1nc2ncc(Cl)cc2[nH]1 | -10 | 99 | -5 | 17 | 97 | 10 | 101 | 17 | 90 |
| O=C(NCC(=O)N(Cc1cccs1)C(C(=O)NC1CCCCC1)c1cccnc1)c1ccco1 (stereo not drawn) | -9 | 76 | -5 | 2 | 115 | 10 | 88 | -8 | 95 |
| CCCOC(=O)C1C2C=CC3(CN(c4cccc(Cl)c4)C(=O)C13)O2 (stereo not drawn) | 2[fluorescence artefact?] | 97 | -14 | 0 | 113[fluorescence artefact?] | -6 | 99 | 0 | 93 |
| O=C(Cc1ccccc1)N1CCCC(c2nc(-c3cccs3)no2)C1 (stereo not drawn) | -15 | 101 | -5 | -2 | 116 | 4 | 94 | -8 | 64 |
| O=C1C2C3C=CC(C3)C2C(=O)N1c1ccc(Cc2ccncc2)cc1 (stereo not drawn) | -5 | 93 | 15 | 18 | 127[fluorescence artefact?] | 7 | 104 | 0 | 100 |
| CCOC(=O)N1CCC(N2Cc3cccc(C(=O)Nc4ccc(CC)cc4)c3C2=O)CC1 | -3 | 89 | 9 | -5 | 100 | 5 | 77 | -6 | 102 |
| C=C(Cl)COC(=O)[C@H]1C2C=CC(C2)C1C(=O)O (stereo partly drawn) | 1 | 96 | 10 | -8 | 109 | -2 | 115 | 3[fluorescence artefact?] | 101 |
| Cc1nn(C)c(C)c1N=Cc1c(O)ccc2ccccc12 | 68*[fluorescence artefact?] | 101 | 8 | -6 | 96[fluorescence artefact?] | 9 | 105 | -4[fluorescence artefact?] | 94 |
| C/C(=N\NC(=O)CC1N=C(Cc2ccccc2)NNC1=O)c1ccc(Cl)cc1Cl (stereo not drawn) | 4 | 104 | -1 | -18 | 93 | 4 | 70 | -6 | 69 |
| Cc1nc2nc(-c3ccco3)[nH]n2c(=O)c1C | -3 | 101 | 12 | 22 | 108 | 8 | 86 | 1 | 84 |
| CCn1c2ccccc2c2nnc(SCC(=O)NC(CC(C)C)C(=O)OC)nc21 (stereo not drawn) | 5 | 105 | -9 | -2 | 110 | / | 103 | 9 | 67 |
| CC/C(=N/Nc1ccccc1Cl)c1cnnc(-c2ccccc2)n1 | -6 | 106 | 0 | 1 | 117 | / | 99 | -2 | 93 |
| CCc1nn(CC(=O)NCCCN(CC)Cc2ccccc2)c(=O)c2cc3sccc3n12 | -8 | 94 | -5 | 4 | 102 | 8 | 77 | 11 | 88 |
| O=C1c2ccccc2NC(c2cccc(F)c2)N1Cc1ccco1 (stereo not drawn) | 13 | 91 | 7 | 2 | 114 | 8 | 87 | -1 | 94 |
| O=C1CCc2cc(S(=O)(=O)NC(C(=O)NCc3cccnc3)c3ccccc3)ccc2N1 (stereo not drawn) | 3 | 96 | 3 | / | 130 | 18 | 95 | 0 | 95 |
| O=C1N/C(=N/N=C/c2ccccc2)SC1(c1ccccc1)c1ccccc1 | -6 | 99 | 18 | 8 | 112 | 6 | 101 | 3 | 84 |
| O=S(=O)(c1ccc(Br)s1)N1CCCCC1 | 0[fluorescence artefact?] | 102 | 3 | -8 | 108[fluorescence artefact?] | 7 | 90 | -2 | 99 |

3 entries from above, sorted by length of the SMILES, descending.
| structure | ERb coact inh | Fibroblast inh | Smad3 FoxH1 inh | sEH act | ERa coact pot | Candida biofilm | HUVEC prolif 384 | ERa SRC1 inh | H69AR growth 86K |
| --- | --- | --- | --- | --- | --- | --- | --- | --- | --- |
| O=C1N/C(=N/N=C/c2ccccc2)SC1(c1ccccc1)c1ccccc1 | -6 | 99 | 18 | 8 | 112 | 6 | 101 | 3 | 84 |
| O=C1C2C3C=CC(C3)C2C(=O)N1c1ccc(Cc2ccncc2)cc1 (stereo not drawn) | -5 | 93 | 15 | 18 | 127[fluorescence artefact?] | 7 | 104 | 0 | 100 |
| C=C(Cl)COC(=O)[C@H]1C2C=CC(C2)C1C(=O)O (stereo partly drawn) | 1 | 96 | 10 | -8 | 109 | -2 | 115 | 3[fluorescence artefact?] | 101 |

Following part.
Screens in order: ERb coact inh	Fibroblast inh	Smad3 FoxH1 inh	sEH act	ERa coact pot	Candida biofilm	HUVEC prolif 384	ERa SRC1 inh	H69AR growth 86K
- Cc1cc(-c2ccccc2)nc(N(C)NC(=O)c2c(F)cccc2F)c1S(C)(=O)=O
  -2[fluorescence artefact?]	98	7	6	104	6	96	2[fluorescence artefact?]	91
- CCn1cc(C(=O)N2CCCCC2)c(=O)c2cc(S(=O)(=O)N3CCC(C)CC3)ccc21
  -6	102	9	-6	127	1	99	0	90
- O=C(NCc1ccco1)c1cccc(S(=O)(=O)N2CCOCC2)c1
  2	/	-1	/	109	6	106	-1	47
- COC(=O)c1ccc(Cn2nc(C)c(Br)c2C)cc1
  66*[fluorescence artefact?]	101	2	-6	102	4	100	-5	89
- COC(=O)c1cc(Br)c(=O)n(-c2cccc(F)c2)c1
  -12	94	-5[fluorescence artefact?]	6	116	-3	98	-5	86
- COc1ccc(NC(=O)CCc2c(C)nc3nc(C)nn3c2C)cc1
  2	102	1	-9	105	10	85	-4	93
- Cc1nc(CNS(=O)(=O)c2ccccc2F)cs1
  21	98	-9	/	112[fluorescence artefact?]	13	93	10	96
- CCOC(=O)c1sc(Nc2cccc(C)c2C)nc1C
  -1	87	6	0	105	-2	71	-5	83
- CN(C)S(=O)(=O)c1ccc(Oc2ccc(S(=O)(=O)N(C)C)cc2)cc1
  16	88	-5	-6	123	1	95	-5	95
- CCC(C)SCc1nc2ccccc2[nH]1 (stereo not drawn)
  -4	99	5	/	106	8	102	-3	82
- CCOC(=O)Nc1cccc(OCC(=O)Nc2ccccc2OC)c1
  -10	101	-1	-5	88	-1	112	4	88
- CCOc1ccc(C2CC(c3cccc(C)c3)n3ncnc3N2)cc1 (stereo not drawn)
  -13	95	-2	-9	122	4	100	-1	87
- Cc1ccc(OCCn2c(Br)nc3c2c(=O)n(C)c(=O)n3C)cc1
  -12	89	-3	4	103	4	87	-2	95
- COc1cccc(-n2nnc3c(=O)n(CC(=O)OCc4ccccc4)cnc32)c1
  -29[fluorescence artefact?]	89	14	-3	113	6	76	-23	100
- COC(=O)c1ccc(=O)n(Cc2ccco2)c1
  0	106	2	/	102	-2	100	6	91
- Cc1cc2n(n1)C(c1ccccc1Cl)Nc1ccccc1-2 (stereo not drawn)
  -3	68	2	-4	91	-3	92	9[fluorescence artefact?]	92
- Cc1cccc(OCc2nnc(NC(=O)Cc3cccs3)s2)c1
  37	96	-1	-2	67[fluorescence artefact?]	7	71	46	75
- Cc1ccn2c(C(=O)c3ccc(Cl)cc3)cnc2c1
  -1	87	-2	-2	107	3	84	5[fluorescence artefact?]	81
- CCOCCCN(C(=O)CNC(=O)c1ccco1)C(C(=O)NC1CCCC1)c1ccccc1C (stereo not drawn)
  -6	99	-5	/	108	10	105	-2	90
- CS(=O)(=O)N(CC(=O)NC1CC2CCC1C2)c1cccc(C(F)(F)F)c1 (stereo not drawn)
  -7[fluorescence artefact?]	106	-7	-4	106	-3	105	-3	95
- CCCCN(C)S(=O)(=O)c1ccc(C(=O)Nc2nnc(-c3cccs3)o2)cc1
  -11[fluorescence artefact?]	66	4	-5	115	6	5.1*	5	35*
- Nc1ccc(CCS(N)(=O)=O)cc1
  4	104	1	11	91	5	113	0	94
- CC(C)(C)C1CCc2c(sc3nc(SCC(N)=O)nc(N)c23)C1 (stereo not drawn)
  -6	99	4	-3	72	10	49	7	2.4*
- O=C(NCCCN1CCCC1=O)c1ccc2c(=O)n(Cc3ccco3)c(=S)[nH]c2c1
  9	101	0	-49	107	6	88	-12	78
- CCOc1ccc(NC(=O)CCC(=O)O)cc1
  -3	104	10	1	123	-2	101	1	106
- CC(OC(=O)CN1C(=O)C2CCCCC2C1=O)C(=O)Nc1ncc(Cl)cc1Cl (stereo not drawn)
  -5	98	-10	/	105	3	84	-5	101
- CC1CCC2(CC1)NC(=O)c1ccccc1O2 (stereo not drawn)
  -1[fluorescence artefact?]	100	-1	11	97	3	92	6[fluorescence artefact?]	94
- CCCc1[nH]nc2c1C(CCC)C(C#N)=C(N)O2 (stereo not drawn)
  3	97	-3	-7	118	5	97	-3	95
- Cc1ccc(CC2CC(=O)N(c3ccc(Cl)cn3)C2=O)cc1 (stereo not drawn)
  -8	107	1	0	99	3	110	-5	97
- Cc1ccccc1Cn1c(C(C)O)nc2ccccc21 (stereo not drawn)
  -6	97	3	8	112	6	91	-13	100
- CN(C)CCCNC(=O)c1ccc2[nH]c3ccccc3c2c1
  -1	100	14	5	105	6	88	11	87

Looked up above:
Cc1cc(-c2ccccc2)nc(N(C)NC(=O)c2c(F)cccc2F)c1S(C)(=O)=O | ERa coact pot: 104
CCC(C)SCc1nc2ccccc2[nH]1 (stereo not drawn) | Smad3 FoxH1 inh: 5

Only part of the results is shown, so the mix of outcomes need not match the whole.
